# Bioassay records as filed in PubChem BioAssay.
# MC4R barr agon: activates human MC4R beta-arrestin recruitment; activation, % at 8.9 µM; U2OS MC4R beta-arrestin complementation, luminescence; percent of melanotan II response, DMSO zero; 0.98% of 360,000 active; P32245;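 active = activation above a per-plate cutoff, the mean activation of sample wells on that plate plus 3 SD, cut at about 8% in these data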
# Granule exo inh: lytic granule exocytosis inhibition; inhibition, % at 10 µM; AID 651702; TALL-104 LAMP-1 surface exposure, flow cytometry; cells stimulated with thapsigargin and PMA; 0.66% of 360,000 active;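 active = inhibition above about 55%, limit read from the data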
# Glyco luc inh: blocks N-linked glycosylation in D54 reporter cells; D54 ERlucT glycosylation luciferase reporter, 24 h; percent of 100 nM tunicamycin response; reporter increase, % at 12.5 µM; 0.23% of 360,000 active; AID 588692;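 active = mean luciferase reporter signal, scaled so untreated is 0 and the glycosylation-blocking control 100, at or above a set limit in every replicate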;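 note: luciferase carries N-glycosylation sites so blocking glycosylation raises the light; 0% = median of neutral control wells and 100% = median of 100 nM tunicamycin wells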
# ABCB6 inh 2: inhibitors of human ABC transporter ABCB6. Q9NP58. K562-ABCB6 porphyrin accumulation, flow cytometry, 1 h; stronger effect = lower value. fluorescence ratio to DMSO, % at 10 µM. 0.19% of 360,000 active;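 active = fluorescence ratio to DMSO below 75%, the collection mean minus 3 SD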;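 note: signal is porphyrin accumulated inside mitochondria; 100% equals median channel fluorescence of DMSO control wells; lower ratio means ABCB6 inhibition with less porphyrin fluorescence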
# Target sequence (Q9NP58 whole entry, looked up): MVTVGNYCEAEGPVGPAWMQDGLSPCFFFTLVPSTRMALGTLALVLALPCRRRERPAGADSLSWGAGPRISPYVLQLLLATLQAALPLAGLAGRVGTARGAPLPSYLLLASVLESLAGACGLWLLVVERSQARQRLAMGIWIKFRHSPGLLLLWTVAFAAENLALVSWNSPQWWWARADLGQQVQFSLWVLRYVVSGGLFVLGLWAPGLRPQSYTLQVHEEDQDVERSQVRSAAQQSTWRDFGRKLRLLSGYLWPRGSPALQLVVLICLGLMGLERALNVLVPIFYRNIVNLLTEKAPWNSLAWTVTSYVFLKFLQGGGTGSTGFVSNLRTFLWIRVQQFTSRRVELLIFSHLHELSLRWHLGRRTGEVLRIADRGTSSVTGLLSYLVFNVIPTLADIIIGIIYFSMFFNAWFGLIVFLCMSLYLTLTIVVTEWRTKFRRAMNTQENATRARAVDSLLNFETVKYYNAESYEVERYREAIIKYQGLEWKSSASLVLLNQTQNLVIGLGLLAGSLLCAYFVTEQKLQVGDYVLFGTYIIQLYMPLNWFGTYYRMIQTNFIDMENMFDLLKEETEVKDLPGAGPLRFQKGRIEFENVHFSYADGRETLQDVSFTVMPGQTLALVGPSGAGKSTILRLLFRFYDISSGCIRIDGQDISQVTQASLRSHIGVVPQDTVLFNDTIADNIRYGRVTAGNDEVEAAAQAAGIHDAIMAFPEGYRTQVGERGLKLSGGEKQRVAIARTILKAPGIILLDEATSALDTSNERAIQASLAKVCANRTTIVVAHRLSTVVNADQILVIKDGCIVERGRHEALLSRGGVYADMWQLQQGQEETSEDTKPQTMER
# PDI inh: blocks human protein disulfide isomerase activity | P07237 | inhibition, % at 10 µM | 0.052% of 350,000 active | PDI insulin aggregation turbidity, A650, 90 min;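 active = mean inhibition across replicates of 30% or more, whatever share of single replicates reach that level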;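 note: absorbance from insulin aggregation driven by PDI reduction with DTT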
# MC4R antagonist: blocks human MC4R cAMP signaling. inhibition, % at 6.5 µM. P32245. 0.48% of 360,000 active. MC4R-expressing cells, MTII-stimulated cAMP, LANCE TR-FRET;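 active = inhibition above its plate's cutoff, the mean of tested wells on that plate plus 3 SD, cut at about 29% in these data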;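 note: 0% = Melanotan II alone and 100% = Melanotan II plus saturating MCL0020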
#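 Material: human MC4R-expressing U2OS cells. Probe or stimulus: Melanotan II challenge. Dosing: 6.5 µM single dose. Times: 30-min compound, 1-h challenge, 1-h detection, room temperature. Technique: TR-FRET with Eu-cAMP and labeled anti-cAMP, 671 nm. Replication: singlicate.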
# CaV13 ICDI inh: Disruptors of the CACNA1D IQ motif to Ca2+-dependent inactivation inhibitor domain association, primary screening, Förster resonance energy transfer in intact living …; HEK cells, CFP/YFP FRET ICDI-IQ, plate reader, 10 min; percent FRET-ratio fall versus neutral wells; inhibition, % at 12.3 µM; 0.098% of 340,000 active;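 active = mean replicate inhibition of at least 30% and at least 1% of replicates passing that level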;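 note: 0% = median of the neutral control wells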
# Cardio protect: myocardial damage modulation in H9c2 cells | H9c2 cardiomyocytes, H2O2 injury protection, ATPLite, 2 h | protection from H2O2 cell death, % at 20 µM | 0.63% of 360,000 active;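 active = compounds giving at least 50% protection of heart cells from peroxide-induced death in the single-dose screen, raw or plate-pattern-corrected value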;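 note: 0% = DMSO wells with peroxide and 100% = DMSO wells without peroxide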
# m5-HT2A agonist: activates the mouse 5-HT2A serotonin receptor | P35363 | CHO-K1 mHTR2A beta-arrestin complementation, luminescence; percent of 30 µM serotonin response | 0.66% of 360,000 active | activation, % at 7.6 µM;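 active = activation above a run cutoff, the mean activation of all tested compounds plus 3 SD, cut at about 14% in these data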;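 note: 0% = plate median of compound wells and 100% = 30 µM serotonin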
# ABHD5-PLIN5 inh: inhibitors of human ABHD5-perilipin-5 interaction | AID 602281 | Split G. princeps luciferase complementation, luminescence, 4 h | inhibition, % at 4 µM | Q00G26+Q8WTS1 | 0.78% of 360,000 active;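 active = inhibition above the mean inhibition across every tested compound plus 3 SD, cut at about 22% in these data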;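 note: 0% = DMSO only wells and the 100% control is not disclosed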
# * = called active by the depositor; . = not tested or not shown.
Molecule,MC4R barr agon,Granule exo inh,Glyco luc inh,ABCB6 inh 2,PDI inh,MC4R antagonist,CaV13 ICDI inh,Cardio protect,m5-HT2A agonist,ABHD5-PLIN5 inh
O=C(Nc1nnc(C2=COCCO2)o1)c1ccc([N+](=O)[O-])cc1,-0.2,-1,.,95,-5,13,-2,13,5,-7
Cc1cc2nc(-c3ccc(F)cc3)c(CC3CCCCC3)n2c(C)c1Br,.,1,.,92,.,.,-5,.,3,-12
CN(NS(=O)(=O)c1ccc(Cl)cc1)c1nc(C(F)(F)F)nc2ccccc12,-0.1,-5,3,102,0,2,-12,-3,-2,2
Oc1ccccc1C=NCCCCCCN=Cc1ccccc1O,-1.5,-8,-3,99,-5,11,-6,4,-1,-3
COc1ccc(N2C(=NC(=O)CCCc3ccccc3)SC3CS(=O)(=O)CC32)cc1 (stereo unspecified),1.6,1,-2,87,9,1,-7,-4,4,2
CCc1nc2c(OCc3ccccc3OC)cccn2c1N(C)C(=O)C(C)C,-1.4,-2,-3,89,11,1,-2,2,-1,9
CCC(=O)N1CCc2cc(Br)cc(S(=O)(=O)N3CCCCCC3)c21,-2.0,0,-1,94,16,-5,-4,0,-3,-1
CCn1cc(C(=O)N2CC(C)CC(C)C2)c(=O)c2cc(S(=O)(=O)N3CCCC3)ccc21 (stereo unspecified),-0.3,0,-2,100,-9,-1,-2,-4,4,-2
O=S1(=O)CC(O)C(N2CCC(c3ccccc3)CC2)C1 (stereo unspecified),-1.3,-6,0,93,6,0,-8,1,0,2
Nc1c(S(=O)(=O)c2ccccc2)nnn1-c1ccccc1,0.3,-3,1,90,2,4,-4,0,-1,6
COc1cc2c(cc1NS(=O)(=O)N1CCCCC1)oc1ccccc12,-4.2,1,-4,97,-2,15,-6,-9,-6,-4
Cc1noc(C)c1COc1ccccc1C(=O)NCCOc1ccccc1,-1.5,0,-1,99,1,4,-2,8,-4,7
O=C(O)c1cn(-c2ccc(F)c(F)c2)c2c(F)c(F)c(F)c(F)c2c1=O,-1.7,4,-1,100,8,23,-4,-2,-1,-9
COc1cc(/C=C(\C#N)C(=O)NCC2CCCO2)c([N+](=O)[O-])cc1OC (stereo unspecified),-0.2,4,0,95,-8,1,-4,6,3,0
NCC12CC3CC(C1)CC(c1ccc(Br)cc1)(C3)C2,3.6,19,-3,101,7,7,-16,-24,-2,15

# Next section; it opens with the 2 that closed the last part.
Molecule,MC4R barr agon,Granule exo inh,Glyco luc inh,ABCB6 inh 2,PDI inh,MC4R antagonist,CaV13 ICDI inh,Cardio protect,m5-HT2A agonist,ABHD5-PLIN5 inh
COc1cc(/C=C(\C#N)C(=O)NCC2CCCO2)c([N+](=O)[O-])cc1OC (stereo unspecified),-0.2,4,0,95,-8,1,-4,6,3,0
NCC12CC3CC(C1)CC(c1ccc(Br)cc1)(C3)C2,3.6,19,-3,101,7,7,-16,-24,-2,15
N#C/C(=C\c1ccccc1)C(=O)NCc1ccc(F)cc1,1.5,2,5,98,-7,23,-5,2,-4,15
COc1ccc(OC)c(NC(=O)CCN2CCN(C)CC2)c1,-0.7,-1,1,96,1,17,-5,1,8,6
CCOc1ccc(C(N)=O)cc1OC,2.5,0,1,92,-6,9,-3,2,-1,-1
Cc1ccc(NC(=O)C2(c3ccccc3)CC2(Cl)Cl)cc1C (stereo unspecified),-0.8,0,-1,94,0,4,-4,-9,-9,-11
CCCCCC(=O)N1C[C@@H](n2cc(C3CC3)nn2)[C@H](O)C[C@@H]1c1ccc(C)cc1,1.4,-4,4,100,-3,-3,-4,-4,-2,-4
Cc1ccc(OCC(=O)N2CCc3ccccc3C2)c(C)c1,-0.2,1,-1,100,-5,0,-3,-3,1,-1
CC(=O)N(CCc1cccc(C)c1)Cc1cc2ccc(C)cc2[nH]c1=O,2.0,7,1,103,-2,-9,-20,1,-1,-2
CCN(CC)C(=O)C1=C(C)N(Cc2ccc(OC)cc2)C(=O)C(CC(=O)NCCN2CCOCC2)C1 (stereo unspecified),2.1,0,0,317,4,11,-9,7,-1,3
Cc1cccc(NC(=S)N(CCCN2CCOCC2)Cc2ccco2)c1,-0.1,-4,0,87,5,-7,-7,0,0,4
CC(C)=C1SC(N2CCN(c3cccc(C(F)(F)F)c3)CC2)=NC1=O,0.9,-5,-1,94,5,9,-3,-2,-7,-4
O=C(c1cccn2c(=O)c3ccccc3nc12)N1CCN(c2ccccn2)CC1,-1.1,0,0,94,-8,2,-3,11,-3,2
COc1ccc(NS(=O)(=O)c2cccc(C(=O)N3CCCC3)c2)cc1,-0.7,1,-1,95,4,2,-6,1,9,-3
COc1ccc(C)cc1S(=O)(=O)N(CC(=O)Nc1cccc([N+](=O)[O-])c1)c1ccc(C)cc1,-2.7,-2,-5,103,-7,-4,-3,-5,-4,-6
COC(=O)C=C1CCC2C3CC(F)C4(O)CC(=O)CCC4(C)C3C(=O)CC12C (stereo unspecified),-0.7,-1,1,100,8,3,-10,6,-2,-6
CC1CCCCC1NC(=O)C1CCCN1S(=O)(=O)c1cccc2nsnc12 (stereo unspecified),0.4,10,-3,97,12,-3,-7,1,3,8

# An excerpt from above in order of number of heavy atoms, low to high:
Molecule,MC4R barr agon,Granule exo inh,Glyco luc inh,ABCB6 inh 2,PDI inh,MC4R antagonist,CaV13 ICDI inh,Cardio protect,m5-HT2A agonist,ABHD5-PLIN5 inh
CCOc1ccc(C(N)=O)cc1OC,2.5,0,1,92,-6,9,-3,2,-1,-1
Nc1c(S(=O)(=O)c2ccccc2)nnn1-c1ccccc1,0.3,-3,1,90,2,4,-4,0,-1,6
Cc1ccc(OCC(=O)N2CCc3ccccc3C2)c(C)c1,-0.2,1,-1,100,-5,0,-3,-3,1,-1
O=C(Nc1nnc(C2=COCCO2)o1)c1ccc([N+](=O)[O-])cc1,-0.2,-1,.,95,-5,13,-2,13,5,-7
CCC(=O)N1CCc2cc(Br)cc(S(=O)(=O)N3CCCCCC3)c21,-2.0,0,-1,94,16,-5,-4,0,-3,-1
COc1cc2c(cc1NS(=O)(=O)N1CCCCC1)oc1ccccc12,-4.2,1,-4,97,-2,15,-6,-9,-6,-4
COc1cc(/C=C(\C#N)C(=O)NCC2CCCO2)c([N+](=O)[O-])cc1OC (stereo unspecified),-0.2,4,0,95,-8,1,-4,6,3,0
CN(NS(=O)(=O)c1ccc(Cl)cc1)c1nc(C(F)(F)F)nc2ccccc12,-0.1,-5,3,102,0,2,-12,-3,-2,2
CCc1nc2c(OCc3ccccc3OC)cccn2c1N(C)C(=O)C(C)C,-1.4,-2,-3,89,11,1,-2,2,-1,9
O=C(c1cccn2c(=O)c3ccccc3nc12)N1CCN(c2ccccn2)CC1,-1.1,0,0,94,-8,2,-3,11,-3,2
COc1ccc(N2C(=NC(=O)CCCc3ccccc3)SC3CS(=O)(=O)CC32)cc1 (stereo unspecified),1.6,1,-2,87,9,1,-7,-4,4,2
CCN(CC)C(=O)C1=C(C)N(Cc2ccc(OC)cc2)C(=O)C(CC(=O)NCCN2CCOCC2)C1 (stereo unspecified),2.1,0,0,317,4,11,-9,7,-1,3

# Next records follow.
Molecule,MC4R barr agon,Granule exo inh,Glyco luc inh,ABCB6 inh 2,PDI inh,MC4R antagonist,CaV13 ICDI inh,Cardio protect,m5-HT2A agonist,ABHD5-PLIN5 inh
COc1ccc(-c2[nH]c3ccccc3c2SCCN)cc1,-1.4,4,-6,101,1,9,-7,3,-3,3
C[C@H](CO)N1C[C@H](C)[C@@H](CN(C)C(=O)Nc2ccccc2)Oc2c(NS(=O)(=O)c3cccs3)cccc2C1=O,-0.9,2,-1,95,-3,6,-2,8,10,3
CCc1noc(C)c1C(=O)Nc1nc(-c2ccc(Cl)cc2Cl)c(C)s1,3.7,0,-1,92,3,7,-5,-9,1,-1
CCC(=O)c1ccc(Oc2ccc(C(=O)c3ccc(C)cc3)cc2[N+](=O)[O-])cc1,-1.7,3,1,93,-8,10,-3,-6,1,-2
CCOC(=O)C1CCN(Cc2cnc(Oc3ccc(C(C)(C)C)cc3)s2)CC1,-1.9,-1,4,98,-1,10,-3,-19,19*,-6
O=C1NC(=O)/C(=C/c2ccc(-c3cc(C(=O)O)ccc3Cl)o2)S1,0.2,-2,0,102,-2,3,-2,-4,0,-6
CCOc1ccc(N2CC(C(=O)Nc3nnc(Cc4ccc(OC)c(OC)c4)s3)CC2=O)cc1 (stereo unspecified),0.5,8,2,102,-4,7,-5,-9,3,-2
Cc1cc2cc(C(c3nnnn3Cc3ccco3)N3CCCCC3)c(=O)[nH]c2cc1C (stereo unspecified),-2.4,1,1,95,7,2,.,4,-2,6
COc1ccc(-n2c(CN3CCN(c4ccc(F)cc4)CC3)nc3ccc([N+](=O)[O-])cc3c2=O)c(OC)c1,-0.7,-7,4,120,-12,12,-20,-3,1,-3
CCOC(=O)C1=NOC(CNC(=O)c2c(-c3ccccc3Cl)noc2C)C1 (stereo unspecified),-2.1,6,2,93,-2,3,-1,19,3,11
COc1cccc2cc(C(=O)CS(=O)(=O)c3ccc(C(C)(C)C)cc3)c(=O)oc12,-1.8,6,1,99,3,0,-3,2,-3,8
N=c1n(CCN2CCCCC2)c2ccccc2n1CC(O)c1cccc(Br)c1 (stereo unspecified),1.2,36,-2,96,5,-1,.,-22,-5,11
Cc1cc(NC(=O)COC(=O)c2cc(S(=O)(=O)N3CCOCC3)ccc2N2CCCCC2)no1,-1.8,-1,3,94,-5,14,-5,5,1,0
CCc1ccc(NC(=O)c2cc(S(=O)(=O)N3CCc4ccccc43)cn2C)cc1,2.5,4,-9,97,.,2,-10,-23,0,3
COCC(=O)N1CCc2ccc(NC(=O)c3ccc(C(F)(F)F)cc3)cc2C1,1.6,10,0,94,2,25,-5,0,-4,-1
O=[N+]([O-])c1cc(C(F)(F)F)cc([N+](=O)[O-])c1N1CCN(S(=O)(=O)c2ccccc2)CC1,-1.4,-2,-2,100,-8,-5,-5,-2,10,-3
C/C(CCS(=O)(=O)c1ccccc1)=N/O,0.7,1,0,101,1,15,8,7,6,0
COc1ccc(C(=O)NCc2nnc(SCC(=O)Nc3cc(C)cc(C)c3)o2)cc1OC,-2.4,-2,0,92,-1,2,-4,4,-1,-2

# Rows are unselected; overall some 4.2% were active at least once.
